Screens deposited in PubChem BioAssay by National Center for Advancing Translational Sciences (NCATS).
Vif-APOBEC3F blk – qHTS for Inhibitors of Vif-A3F Interactions: qHTS; HeLa A3F-eYFP + Vif (tagged APOBEC3F with the HIV-1 protein that degrades it), YFP fluorescence increase; Potency, µM (series often up to 46.1 µM), for inactives: top-dose activity, negative = active; 390,000 tested, 0.2% active; also: potency is read from the fitted curve at half-maximal effect; % of control where 0% means no effect; nearly all actives have a fitted effect of over 65% in size
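HeLa cells stably expressing Vif plus C-terminally eYFP-tagged A3F were seeded, incubated overnight at 37 deg C, dosed with compound, incubated overnight again at 37 deg C. Yellow fluorescence (Ex 488/Em 500-530) reported blocked Vif-mediated A3F-eYFP degradation.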
TrxR1 substrate – qHTS Assay for Substrates of Mammalian Selenoprotein Thioredoxin Reductase 1 (TrxR1): qHTS. Thioredoxin reductase 1, cytoplasmic (Rattus norvegicus), O89049. purified TrxR1 substrate turnover, NADPH consumption readout. 390,000 tested, 0.01% active. Potency, µM (series often up to 114 µM), without a hit: top-dose activity change, negative = substrate turnover; also: potency is read from the fitted curve at half-maximal effect; % is scaled to controls: 0 for no effect and ±100 for the full control effect; nearly all actives have a fitted effect of over 50% in size
Target sequence (O89049 whole entry, looked up): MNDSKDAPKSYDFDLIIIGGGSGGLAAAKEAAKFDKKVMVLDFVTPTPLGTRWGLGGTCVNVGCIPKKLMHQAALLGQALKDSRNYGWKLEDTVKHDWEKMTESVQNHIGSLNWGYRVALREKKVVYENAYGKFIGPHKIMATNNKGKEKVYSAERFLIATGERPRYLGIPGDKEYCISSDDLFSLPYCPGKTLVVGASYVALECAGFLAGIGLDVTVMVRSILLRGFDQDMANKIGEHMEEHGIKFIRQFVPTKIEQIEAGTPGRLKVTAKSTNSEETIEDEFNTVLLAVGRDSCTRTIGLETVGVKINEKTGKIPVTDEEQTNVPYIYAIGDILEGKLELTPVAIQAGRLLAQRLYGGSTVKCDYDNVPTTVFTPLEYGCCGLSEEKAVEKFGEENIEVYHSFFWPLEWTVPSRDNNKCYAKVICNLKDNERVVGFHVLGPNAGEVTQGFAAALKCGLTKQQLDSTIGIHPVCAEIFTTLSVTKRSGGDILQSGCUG
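Rat TrxR1, dispensed at 90 nM, was prereduced with 400 uM NADPH (final) for 5 min at ~22 deg C, then incubated with compound 15 min before 400 uM selenite. A first-read NADPH fluorescence drop versus no-compound background flagged substrates.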
RGS4 inhibitor – Inhibitors of Regulator of G Protein Signaling (RGS) 4: qHTS; 390,000 tested, 0.039% active; AID 504845, 2011; Potency, µM (series often up to 114 µM), for inactives: at the top dose activity change, negative = inhibition, most hits filed as inhibitors; Regulator of G-protein signaling 4 (Homo sapiens), P49798; Transcreener GDP fluorescence polarization, RGS4-accelerated GTP hydrolysis; also: potency is read from the fitted curve at half-maximal effect; % is scaled to controls: 0 for no effect and ±100 for the full control effect; nearly all actives have a fitted effect of over 75% in size; some results filed as inactive show a strong effect at the top dose
Target sequence (P49798 whole entry, looked up): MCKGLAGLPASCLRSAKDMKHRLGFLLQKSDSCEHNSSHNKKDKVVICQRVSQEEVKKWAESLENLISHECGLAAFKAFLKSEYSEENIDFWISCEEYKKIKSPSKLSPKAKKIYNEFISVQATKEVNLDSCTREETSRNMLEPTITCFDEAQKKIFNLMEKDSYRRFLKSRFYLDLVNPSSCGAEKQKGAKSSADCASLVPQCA
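MLSMR compounds (23 nl, pin-transferred) preincubated 10 min at room temperature with a 500nM (2x) first reagent, then RGS4 at 900nM (2x) plus Transcreener GDP mix added; fluorescence polarization (620/688 nm) read before and after 90 min at 30 °C.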
USP1 inh – Inhibitors of USP1/UAF1: Primary Screen | Ubiquitin carboxyl-terminal hydrolase 1 (Homo sapiens), O94782 | recombinant USP1/UAF1, Ub-Rhodamine cleavage fluorescence | Potency, µM (series often up to 57.1 µM), for inactives: at the highest dose activity change, negative = inhibition, most hits filed as inhibitors | 390,000 tested, 0.23% active | AID 743255, 2014; also: potency is read from the fitted curve at half-maximal effect; % is scaled to controls: 0 for no effect and ±100 for the full control effect; nearly all actives have a fitted effect of over 60% in size; inactives centre near -12
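In this screen, compounds sit with the deubiquitinase complex (1nM) for 15 min at room temperature before Ub-Rho is added at 150nM final. Fluorescence rise is then followed for 6 reads every 60 seconds.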
LDHA inh – qHTS assay for inhibitors of human lactate dehydrogenase. purified LDHA, NADH/diaphorase-resazurin fluorescence; hits give low values. activity change, % (values are at about 110 or 230 µM). AID 1347041, 2019. 480,000 tested, 0.15% active; in the data active = activity change below about -30%; inconclusive = mostly about -25% to -30%;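 also: plate controls were DMSO wells for no effect and wells without enzyme for full effect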
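Enzyme activity of human lactate dehydrogenase 5 (2 nM; 0.06 mM NADH, 0.2 mM pyruvate, 5 min, RT) is measured via a resazurin/diaphorase fluorescence readout of residual NADH.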
IDH1 R132H inh – qHTS for Inhibitors of mutant isocitrate dehydrogenase 1 (IDH1): qHTS; Isocitrate dehydrogenase [NADP] cytoplasmic (Homo sapiens), O75874; Potency, µM (titrated, usually from 76.6 µM), inactives show at the top dose activity change, negative = inhibition, hits mostly inhibitors; IDH1-R132H enzyme, NADPH consumption, diaphorase/resazurin fluorescence; 390,000 tested, 0.093% active; also: potency is read from the fitted curve at half-maximal effect; % is scaled to controls: 0 for no effect and ±100 for the full control effect; nearly all actives have a fitted effect of over 65% in size
Target sequence (O75874 whole entry R132H, stated change not applied): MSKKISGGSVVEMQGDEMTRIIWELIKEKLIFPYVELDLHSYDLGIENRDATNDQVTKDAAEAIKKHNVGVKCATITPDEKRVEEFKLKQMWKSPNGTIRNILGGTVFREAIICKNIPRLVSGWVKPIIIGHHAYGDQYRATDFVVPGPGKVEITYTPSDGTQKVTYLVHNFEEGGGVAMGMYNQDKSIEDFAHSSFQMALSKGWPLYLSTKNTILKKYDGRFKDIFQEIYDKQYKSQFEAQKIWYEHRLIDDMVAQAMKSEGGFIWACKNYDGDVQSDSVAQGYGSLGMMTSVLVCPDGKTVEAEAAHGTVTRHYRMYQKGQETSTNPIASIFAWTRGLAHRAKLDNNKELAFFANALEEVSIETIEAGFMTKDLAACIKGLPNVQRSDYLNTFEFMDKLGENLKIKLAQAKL
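IDH1-R132H (0.5 ug/mL dispensed) in pH 7.5 Tris buffer was preincubated 30 min with compound, then given a substrate mix of 0.016 mM NADPH and 2 mM alpha-KG for 80 min at room temperature; remaining NADPH was read by diaphorase/resazurin fluorescence.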
Vif-A3G inh – qHTS for Inhibitors of Vif-A3G Interactions: qHTS; DNA dC->dU-editing enzyme APOBEC-3G (Homo sapiens), Q9HC16; HeLa A3G-eYFP + Vif (tagged APOBEC3G with the HIV-1 protein that degrades it), YFP fluorescence, overnight; Potency, µM (doses to about 46.1 µM), for the others: at the highest dose activity, negative = active, usual class: inhibitors; 410,000 tested, 0.076% active; AID 602310, 2012;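 also: potency is read from the fitted curve at half-maximal effect; % is scaled to controls: 0 for no effect and ±100 for the full control effect; nearly all actives have a fitted effect of over 60% in size; hits raise eYFP signal because A3G escapes Vif-driven loss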
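Read-out is eYFP fluorescence (Ex 488/Em 500-530) from Vif-expressing HeLa A3G-eYFP cells; more signal means A3G escaped Vif-mediated degradation. Cells plated overnight, compound pinned in, incubated overnight at 37 deg C.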
GRP78 ERSR act – qHTS for Inducers of the Endoplasmic Reticulum Stress Response (ERSR) in Human Glioma: qHTS. U87-MG GRP78 promoter luciferase reporter, 16 h. Potency, µM, for the others: at the top dose activation, most hits filed as activators. 420,000 tested, 0.02% active; also: potency is read from the fitted curve at half-maximal effect; series mostly up to about 76 µM; % of control where 0% means no effect; nearly all actives have a fitted effect of over 35% in size
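Stably transfected U87-MG human glioma cells carrying a GRP78-based luminescent sensor were seeded at 1000 cells/well, pin-dosed with compounds and incubated 16 h. Luciferase reagent was then added, and end-point luminescence was read after 10 min at room temperature.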
TrxR1 inh – qHTS Assay for Inhibitors of Mammalian Selenoprotein Thioredoxin Reductase 1 (TrxR1): qHTS. Thioredoxin reductase 1, cytoplasmic (Rattus norvegicus), O89049. recombinant rTrxR1, NADPH fluorescence consumption, selenite substrate. Potency, µM (titrated, usually from 114 µM), for inactives: top-dose activity change, negative = inhibition, most hits filed as inhibitors. 390,000 tested, 1% active. AID 588453, 2011; also: potency is read from the fitted curve at half-maximal effect; % is scaled to controls: 0 for no effect and ±100 for the full control effect; nearly all actives have a fitted effect of over 65% in size
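Rat TrxR1 (90 nM in the dispensed reagent) was pre-reduced with 400 uM NADPH for 5 min at room temperature, then incubated with compound for 15 min. After 400 uM selenite was added, NADPH fluorescence (Ex 340/Em 450 nm) was followed for 8 min.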
* = called active by the depositor; ? = inconclusive; . = not tested or not shown; & = joins results of further samples; [ ] = remark or other dose. Unless noted, calls follow the shape of the dose curve; as a rule, active = well fitted curve in the direction sought with a large enough effect; inconclusive = small, poorly fitted or top-dose-only effect, or another doubt; inactive = no such curve, though single readings can be large; an effect the other way counts as inactive or inconclusive. Not all compounds are listed. The share of hits here may be higher or lower than overall.

SMILES	Vif-APOBEC3F blk	TrxR1 substrate	RGS4 inhibitor	USP1 inh	LDHA inh	IDH1 R132H inh	Vif-A3G inh	GRP78 ERSR act	TrxR1 inh
O=C(O)c1ccn(CSc2cc(Cl)ccc2Cl)n1	2%	4%	-9%	-24%	-8	7%	0%	-4%	28%
O=C(CNC(=O)c1ccc(-c2ccccc2)cc1)OCc1c(Cl)cccc1Cl	0%	-12%	-4%	-7%	-9	4%	1%	-5%	-4%
COc1c(Cl)cc(Cl)cc1/C=C/C(=O)c1ccc(NC(=O)c2cccs2)cc1	0%	-11%	-4%	-6%	-5	-1%	?	-7%	-8%
COCCn1c(SCC(=O)Nc2nc(C)cs2)nnc1C(C)C	1%	-3%[57.1 µM]	-3%	-6%	-5	-1%	-1%	1%	-4%[57.1 µM]
O=C(COC(=O)c1cc(=O)[nH]c2ccccc12)Nc1nc(-c2ccccc2)cs1	6%	3%	22%	-10%	-2	-8%	-4%	2%	33%
CCOP(=O)(c1ccccc1)C1(C#N)CC1 (stereo not given)	3%	1%	-7%	-7%	-2	8%	4%	-1%	24%
C/C(=N\NC(=O)CNc1cccc2ccccc12)c1ccccc1	-1%	5%	-8%	-22%	5	-1%	-6%	1%	24%
CCc1ccc(OCC2c3cc(OC)c(OC)cc3CCN2C(=O)c2ccc(S(=O)(=O)N3CCCC3)cc2)cc1 (stereo not given)	4%	1%[57.1 µM]	12%	-17%	-4	1%	-5%	0%	20%[57.1 µM]
CCCn1c(SCC(=O)N2CCOCC2)nnc1-c1ccncc1	2%	3%	-3%	-19%	-2	-10%	-2%	-2%	2%
CS(=O)(=O)c1ccccc1-c1nnc(NC(=O)COc2ccc(Cl)cc2)o1	-9%	6%	-10%	-5%	-4	6%	-2%	-1%	15%

Three entries picked at random from those above:
SMILES	Vif-APOBEC3F blk	TrxR1 substrate	RGS4 inhibitor	USP1 inh	LDHA inh	IDH1 R132H inh	Vif-A3G inh	GRP78 ERSR act	TrxR1 inh
CCCn1c(SCC(=O)N2CCOCC2)nnc1-c1ccncc1	2%	3%	-3%	-19%	-2	-10%	-2%	-2%	2%
CS(=O)(=O)c1ccccc1-c1nnc(NC(=O)COc2ccc(Cl)cc2)o1	-9%	6%	-10%	-5%	-4	6%	-2%	-1%	15%
O=C(COC(=O)c1cc(=O)[nH]c2ccccc12)Nc1nc(-c2ccccc2)cs1	6%	3%	22%	-10%	-2	-8%	-4%	2%	33%

Next entries
SMILES	Vif-APOBEC3F blk	TrxR1 substrate	RGS4 inhibitor	USP1 inh	LDHA inh	IDH1 R132H inh	Vif-A3G inh	GRP78 ERSR act	TrxR1 inh
CC(C)c1ccc(C(=O)NCCCN(C)C)cc1	-21%	-7%	12%	2%	-1	8%	0%	-1%	3%
Cc1csc(=O)n1CCC(=O)OCC(=O)NNC(=O)c1ccc(Cl)cc1	-26%	-5%	-38%	1%	0	-4%	2%	-2%	5%
[N-]=[N+]=NC[C@H](Cc1ccccc1)N1CC[C@@H](NC(=O)OCc2ccccc2)CCC1=O	-1%	3%[57.1 µM]	-3%	-16%	-3	-12%	-1%	-3%	12%[57.1 µM]
COc1ccccc1CNC(=O)Cn1cc2c(n1)CCCC2	1%	11%[57.1 µM]	3%	-13%	1	2%	1%	-2%	10%[57.1 µM]
COc1cc(-c2nc(-c3cccc(Cl)c3)c(-c3ccccc3)[nH]2)cc(OC)c1OC	-1%	19%	2%	-20%	3	0%	0%	1%	49%[activator]
COc1ccccc1N1CCN(C(=O)c2cccc(Oc3ccccc3)c2)CC1	-1%	0%	-12%	-14%	-1	0%	-9%	-4%	16%
CC12CCC(=O)C=C1CCC1C2CCC2(C)C(C(=O)CO)CC(O)C12 (stereo not given)	10%	11%[57.1 µM]	14%	-2%	-4	-2%	6%	0%	5%[57.1 µM]
Cc1cccc[n+]1CC(=O)c1ccc2c(c1)OCCO2	1%	1%	-9%[11.4 µM]	-17%	-1	-5%	3%	1%	5%
Cc1c2ccccc2cc[n+]1C	.	7%	.	.	-4	.	-2%	-1%	16%
CCOC(=O)C(Cc1ccccc1)C(=O)Nc1ccc(NC(=O)C(Cc2ccccc2)C(=O)OCC)cc1 (stereo not given)	-14%	4%	-6%	-16%	-5	1%	1%	2%	11%
CC(C)(C)C(=O)NC(c1ccccc1)c1c(O)ccc2ccccc12 (stereo not given)	-1%	1%	-9%	-24%	-11	-2%	-6%	-1%	-5%
CCC(=O)Nc1ccc2c(c1)nc(CN1CCCCC1)n2C	-1%	10%[57.1 µM]	32%	7%	-2	-3%	2%	-3%	24%
COc1ccc(C2/C=C\CN(C(=O)c3ccc(C)cc3)[C@H](Cc3ccccc3)C(=O)N2Cc2ccc(F)cc2)cc1 (stereo not given in full)	-1%	6%	-25%	?	1	-2%[38.3 µM]	-10%	-3%	9%
CCC(C(=O)Nc1cccc(OC)c1)n1nc(C)c2c(C)n(-c3ccccc3)nc2c1=O (stereo not given)	4%	2%	9%[11.4 µM]	-19%	-6	-7%	-5%	0%	8%
CCN1C[C@@H]2[C@@H]3C(=O)N(C)C(=O)[C@@H]3[C@](C)(C1=O)N2C(=O)c1ccc(C(F)(F)F)cc1	-4%	1%	-14%	-26%	1	6%	4%	-7%	14%
CCOC(=O)c1oc2ccccc2c1COC(=O)CNC(=O)c1cc(OC)c(OC)c(OC)c1	-1%	-1%	16%	-6%	-10&-20	-4%	0%	2%	6%
Cc1ccccc1NC(=O)c1cnc2sc(N3CCCC3)nn2c1=O	0%	2%[57.1 µM]	6%	-13%	-4	10%	5%	0%	8%[57.1 µM]
COc1cccc(Nc2nc3c(S(=O)(=O)c4cc(C)ccc4C)nnn3c3ccsc23)c1	-7%	20%	-10%	?	-10	?	-1%	-5%	13%
CC(C)(C)c1csc(Sc2ncccc2[N+](=O)[O-])n1	-1%	-3%	3%	0%	-2	-9%	-6%	3%	0%
Cc1ccc(C)c(NC(=O)Cc2coc3cc4c(cc23)CCC4)c1	-24%	-12%	16%	-12%	-10	-2%	1%	-3%	-10%
COc1ccc([C@H]2CC(=O)C=C(c3cc(C)ccc3F)C2)cc1	3%	-1%	-11%	?	-1	0%	-17%	-6%	14%
COc1ccc(C2C(C(=O)Nc3ccc(C)cc3C)=C(C)Nc3nc(SCc4cccc(C)c4)nn32)c(OC)c1 (stereo not given)	2%	3%	-15%	-28%	4	4%	0%	-2%	15%
CCOC(=O)Cc1c(Cl)c2ccccc2[nH]c1=O	11%	-1%[57.1 µM]	15%	-16%	2	5%	-5%	-1%	0%[57.1 µM]
O=C(c1cccs1)N1CCN(C2CCN(Cc3ccccc3)CC2)CC1	3%	-4%	0%	-16%	-4	0%	-3%	-2%	-4%
CC(C)(C)c1ccc(/C=C/C(=O)Nc2nncs2)cc1	3%	7%[0.0914 µM]	8%	-6%	-12	-1%	1%	3%	18%
N#CC1=C(N)Oc2cc(O)ccc2C1c1ccncc1 (stereo not given)	-2%	8%[57.1 µM]	-4%[11.4 µM]	-10%	-4	1%	-5%	-3%	10%[57.1 µM]
COc1cccc(C(=O)NN2CC(O)=C(c3nc4ccccc4s3)C2=N)c1	7%	-1%	-17%	-12%	-2	-3%	-10%	-1%	5%
Cc1ccc(C)c(N2CCN(C(c3ccccc3)c3nnc(-c4ccccc4)o3)CC2)c1 (stereo not given)	2%	4%	-16%	-25%	2	-1%	-2%	-3%	18%
CCCCCCCn1ccc(O)c(CC(=O)OC)c1=O	-8%	17%[57.1 µM]	31%	-5%	-5	3%	0%	-3%	32%[57.1 µM]
C[n+]1cn(Cc2cc(Cl)ccc2OC(F)F)c2ccccc21	10%	7%	16%	-22%	-7	-5%	6%	-2%	27%
COc1cccc(NC(=O)NCc2cccn2C)c1	-6%	-5%	-4%	-5%	3	5%	-2%	9%	-5%
CC(C)Nc1nc(Cl)nc(NC2CCCCC2)n1	-2%	7%	0%	-25%	-5	-10%	1%	1%	36%[activator]
CC1=C(C(=O)N2CCOCC2)C(c2ccc(O)cc2)NC(=S)N1 (stereo not given)	-1%	-8%	-8%	-21%	-14	7%	-4%	-4%	-15%
CN(C)c1ccc(-c2ccc(CCO)cc2)cc1	.	10%	.	.	2	.	-5%	4%	1%
COc1cccc(OCc2cc(C(=O)NCCN3CCCCC3CO)no2)c1 (stereo not given)	-1%	-8%	1%	3%	-9	-3%	-3%	0%	-11%
O=C1/C(=C/c2ccc(N3CCOCC3)o2)SC(=Nc2ccccc2)N1CCc1c[nH]c2ccccc12	?	-6%	?	50%[activator]	4	-2%	-34%	-15%	10µM*
